# Screening results (PubChem BioAssay)
# AmpC no deterg – inhibitors of E. coli AmpC beta-lactamase without detergent. P00811. AmpC nitrocefin hydrolysis, absorbance 480 nm, 0.0001% Triton. Potency, µM (series often up to 57.1 µM), for the others: at the highest dose activity change, negative = inhibition, hits mostly inhibitors. 330,000 tested, 0.52% active. AID 485341;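 further: potency means the concentration at half of the fitted maximal effect; plate controls were no compound for no effect and no enzyme for full effect; nearly all actives have a fitted effect of over 20% in size; some results filed as inactive show a strong effect at the top dose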
# Target sequence (P00811 whole entry, looked up): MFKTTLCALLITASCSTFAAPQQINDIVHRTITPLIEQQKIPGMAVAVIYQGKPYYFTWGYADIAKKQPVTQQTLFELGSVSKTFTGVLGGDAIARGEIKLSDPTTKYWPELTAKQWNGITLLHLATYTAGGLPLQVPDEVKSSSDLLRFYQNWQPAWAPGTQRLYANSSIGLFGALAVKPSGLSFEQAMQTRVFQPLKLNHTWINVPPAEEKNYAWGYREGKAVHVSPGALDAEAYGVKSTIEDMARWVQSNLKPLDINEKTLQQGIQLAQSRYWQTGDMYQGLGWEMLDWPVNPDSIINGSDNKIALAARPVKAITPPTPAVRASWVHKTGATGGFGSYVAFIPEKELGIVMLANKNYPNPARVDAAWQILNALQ
#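 20 mM phosphate pH 7.0 + 0.01% (detergent screen) or 0.0001% Triton X-100; 5.3 nM AmpC reagent; cpd preinc 15 min RT; nitrocefin (800 uM stock) to start; A480 q20 s × 4 min; Activity was normalised to no-enzyme and no-compound control wells.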
# TbPYK inhibitor – T. brucei pyruvate kinase inhibition. Q57TT1. 410,000 tested, 0.12% active. Potency, µM (doses to about 76.8 µM), for the others: at the top dose activity, negative = inhibition, actives largely listed as inhibitors. AID 624173. TbPYK enzyme, Kinase-Glo Plus ATP luminescence, 45 min; further: potency means the concentration at half of the fitted maximal effect; nearly all actives have a fitted effect of over 50% in size
#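 Luminescence from Kinase-Glo Plus, added after a 45-minute room-temperature reaction, served as the end-point read-out. The enzyme and substrate were preincubated with compound before ADP (130 uM final) initiated turnover. Concentration-effect curves came from normalized qHTS data.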
# AmpC detergent – inhibitors of E. coli AmpC beta-lactamase with detergent; AmpC hydrolysis of nitrocefin, absorbance 480 nm, 0.01% Triton; AID 485294; 370,000 tested, 0.041% active; Potency, µM (doses to about 114 µM), for inactives: top-dose activity change, negative = inhibition, usual class: inhibitors; P00811;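 further: potency means the concentration at half of the fitted maximal effect; 0% = no-compound wells and -100% = no-enzyme wells; nearly all actives have a fitted effect of over 25% in size; some results filed as inactive show a strong effect at the top dose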
#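 AmpC (5.3 nM in the dispensed reagent) in 20 mM phosphate pH 7.0 with 0.01% (detergent screen) or 0.0001% Triton X-100 was preincubated with compounds for 15 min at room temperature. Nitrocefin was then added from an 800 uM solution, and hydrolysis was followed at 480 nm.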
# HCV inhibitor – blocks hepatitis C virus; Huh7.5.1 HCVcc-Cre infection, luciferase reporter, 44 h; Potency, µM (highest dose often 41.8 µM), inactives show at the highest dose activity change, negative = inhibition, actives largely listed as inhibitors; 340,000 tested, 3.4% active; AID 651820; further: potency means the concentration at half of the fitted maximal effect
#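 A cell-based infection assay in which seeded cells (1,000 per well) receive test compound after 4 h, are inoculated with HCVcc-Cre at approximately 0.5 moi, and are incubated 44 h before luminescence detection.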
# HCMV inh – inhibitors of human cytomegalovirus; 410,000 tested, 4.5% active; activity change, negative = inhibition, % at 57.5 µM; HFF cells, HCMV-luciferase reporter, 72 h; stronger effect = lower value; in the data active means activity change below about -60%; inconclusive means no clear call, values can overlap the other calls; inactive means above about -39%
#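 Two compound doses tested in HFFs infected with HCMV-luciferase, MOI 1 PFU/cell, 72 h at 37C. Lysate luminescence read with OneGlo; data normalized against buffer-only and 10uM Salinomycin inhibitor controls.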
# LmPK inh – LmPK (Leishmania mexicana) enzyme inhibition | Q27686 | purified LmPK, Kinase-Glo ATP luminescence, 1 h | Potency, µM (titrated, usually from 57.5 µM), without a hit: at the top dose activity change, negative = inhibition, usual class: inhibitors | 290,000 tested, 0.37% active | AID 1721; further: potency means the concentration at half of the fitted maximal effect
# Target sequence (Q27686 whole entry, looked up): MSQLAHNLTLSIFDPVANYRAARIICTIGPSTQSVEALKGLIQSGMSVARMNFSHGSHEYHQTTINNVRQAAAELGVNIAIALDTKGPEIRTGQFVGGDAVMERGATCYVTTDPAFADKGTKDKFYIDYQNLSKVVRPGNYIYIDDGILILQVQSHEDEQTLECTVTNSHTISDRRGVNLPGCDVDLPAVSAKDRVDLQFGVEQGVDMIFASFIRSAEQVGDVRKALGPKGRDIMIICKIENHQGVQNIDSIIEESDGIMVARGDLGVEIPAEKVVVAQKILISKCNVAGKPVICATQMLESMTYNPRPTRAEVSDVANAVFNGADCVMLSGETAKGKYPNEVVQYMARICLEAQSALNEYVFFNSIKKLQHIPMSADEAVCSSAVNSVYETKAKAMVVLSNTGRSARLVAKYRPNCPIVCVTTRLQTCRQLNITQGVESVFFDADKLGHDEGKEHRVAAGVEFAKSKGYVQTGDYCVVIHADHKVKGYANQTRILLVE
#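 Pyruvate kinase activity monitored as ATP production (luciferase luminescence). Conditions: 0.1 nM enzyme, 0.5 mM PEP, 0.1 mM ADP, 1 h, RT; normalized against uninhibited and no-enzyme wells.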
# AMA1-RON2 inh – disrupts binding of P. falciparum AMA1 to RON2. Potency, µM (highest dose often 58.2 µM), for inactives: top-dose activity change, negative = inhibition, hits mostly inhibitors. AlphaScreen AMA1-biotinylated RON2 peptide binding. 360,000 tested, 0.2% active;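 further: potency means the concentration at half of the fitted maximal effect; 0% = vehicle wells and -100% = peptide control; nearly all actives have a fitted effect of over 45% in size; some results filed as inactive show a strong effect at the top dose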
#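 AMA1 (3D7) with his tag at 25 nM final met compounds first, then biotinylated RON2 peptide at 25 nM; detection used donor plus acceptor beads, 10 µg/mL apiece, read by AlphaScreen after 30 min at room temperature.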
# * = called active by the depositor; ? = inconclusive; nt = no result given; & = joins results of further samples; ! = not active in a repeat; [ ] = remark or other dose. Unless noted, the call rests on the fitted dose curve; in most records, active means well fitted curve in the direction sought with a large enough effect; inconclusive means small, poorly fitted or top-dose-only effect, or another doubt; inactive means no such curve, though single readings can be large; an effect the other way counts as inactive or inconclusive. Unless noted, on the % scale 0 is the no-effect control and ±100 the full control effect.
SMILES,AmpC no deterg,TbPYK inhibitor,AmpC detergent,HCV inhibitor,HCMV inh,LmPK inh,AMA1-RON2 inh
Cc1cc(C)c(-c2cc(C)nc3ncnn23)c(C)c1,-19%,3%,-14%,7%,1,-4%,21%
CCOC(=O)N/N=C\c1ccc(OC/C=C/c2ccccc2)c(OC)c1,-23%,-1%,6%,-16%,?,5%,36%[activator]
O=C1c2cccc3cccc(c23)C(=O)N1c1ccccn1,-17%,-2%,-1%,1%,-40,-4%,0%
CCOC(=O)C1=C(C)N=c2s/c(=C/c3ccc(OCC(=O)O)cc3)c(=O)n2C1c1ccc(OC)cc1OC (stereo unspecified),-2%,1%,-14%,22%,2,-2%,-3%
Cc1cnc(NC(=O)CSc2nnc(N)s2)s1,-22%,2%,-3%,0%,10,-9%,-4%
Cc1ccc(-c2nn(-c3ccccc3)cc2CN(C)C(=O)CCC(=O)O)cc1C,27%,-3%,-1%,17%,?,4%,-5%
O=C(NCCCn1ccnc1)C1CC2CCC1C2 (stereo unspecified),-12%,3%,-3%,17%,43,-1%,19%
Cc1ccc(S(=O)(=O)n2nc(-c3ccccc3)nc2NCc2ccc(Cl)cc2)cc1,nt,-2%,-3%,nt,15,nt,nt
CC1(C)Cc2cccc(OCC(=O)N3CCN(S(=O)(=O)c4ccccc4F)CC3)c2O1,57%,-4%,-7%,0%,-14,7%,0%
O=C(Nc1cc(Cl)ccc1N1CCOCC1)c1ccc2c(c1)OCCO2,34%,-3%,6%,?,?,6%,-8%
COc1cccc2sc(=NC(=O)CCS(=O)(=O)c3ccc(C)cc3)n(C)c12,-14%,3%,?,18%,-35,nt,-8%
Cc1ccc2c(c1)-c1ncc(C(=O)c3cc(Br)ccc3O)cc1CO2,-34%,-2%,1%&12%,nt,-90*!,6%,nt
O=C(COc1ccc(OCc2ccccc2)cc1)NN=C1CCCC1,30%,7%,0%,17%,5,-12%,7%
O=C1C2C3C=CC(CC3)C2C(=O)N1c1ccc(Br)cc1[N+](=O)[O-] (stereo unspecified),-15%,-9%,4%,7%,-17,-7%,-9%
O=C(CN1CCN(c2nc(-c3ccc(Cl)cc3)cs2)CC1)NCc1ccco1,2%,-10%,-2%,-6%,?,3%,5%
CCOC(=O)c1ccc(Nc2c(-c3ccc(O)cc3)nc3nc[nH]n23)cc1,nt,-6%,-2%,nt,9,nt,nt
C/C(=N/Nc1nc(-c2ccccc2)c(CC(=O)O)s1)c1ccccc1,?,?,1%,13µM*,127,-2%,32%[activator]
NC(=O)C1=C[C@@H](c2csc3ccccc23)C[C@@H](OCCCCO)O1,36%,-6%,-8%,5%,31,3%,5%
CCOc1ccccc1C1C(C#N)=C(N)Oc2cc(N)ccc21 (stereo unspecified),-32%,-2%,0%,-17%,-21,0%,-5%
Cc1cccc2cc(CN(Cc3cccnc3)C(=O)c3ccncc3)c(=O)[nH]c12,-9%,0%,-14%,13%,25,-11%,-5%
N#CCSc1nc2ccccc2c(=O)n1C1CCCCC1,-37%,3%,4%,?,25,8%,2%
Cc1nn(C)cc1S(=O)(=O)Nc1ncccn1,2%,2%,-8%,10%,55,-8%,-5%
CN(C)CCn1c(=N)n(CC(O)c2ccc(Cl)c(Cl)c2)c2ccccc21 (stereo unspecified),20%,-1%,-1%,7.1µM*,-36,5%,2%
Cc1cc(N2CCN(c3nc4ccccc4s3)CC2)n2ncnc2n1,63%[activator],0%,1%,3.2µM*,-102*,-3%,-5%
CN(C)CCN1CCN(C2CN(Cc3cn(Cc4ccc(F)cc4)nn3)S(=O)(=O)C2)CC1 (stereo unspecified),nt,-3%,nt,nt,1,nt,5%

# Taken from above.
# `Cc1ccc(S(=O)(=O)n2nc(-c3ccccc3)nc2NCc2ccc(Cl)cc2)cc1` in AmpC detergent reads -3%
# `Cc1cc(N2CCN(c3nc4ccccc4s3)CC2)n2ncnc2n1` in AmpC no deterg reads 63%[activator]

# New compounds follow:
SMILES,AmpC no deterg,TbPYK inhibitor,AmpC detergent,HCV inhibitor,HCMV inh,LmPK inh,AMA1-RON2 inh
COc1ccc(NC(=O)C2CC(c3ccc(OC)c(OC)c3)=NO2)cc1OC (stereo unspecified),61%[activator],-14%,-1%,?,1,-6%,-2%
O=C1Nc2cc(S(=O)(=O)N3CCCC3)ccc2N2CCCC12 (stereo unspecified),13%,-11%,4%,4%,28,1%,-2%
O=C(/C=C/c1ccco1)OCn1nnc2ccccc2c1=O,-27%,-2%,-3%,11%,21,0%,-2%
Cc1ccccc1C(=O)NC1CCN(Cc2nnnn2C(C)(C)C)CC1,-10%,1%,8%,13%,?,6%,-11%
Cc1nnc(SCC(=O)N(Cc2ccccc2)C(C)C)n1-c1ccccc1,46%,-3%,0%,2%,4,4%,2%
COC(=O)c1ccc2nc(-c3ccc(Cl)cc3)c(Cc3cccc(Cl)c3)n2c1,nt,4%,nt,nt,49,nt,7%
COCCCNc1oc(/C=C/c2cc(OC)c(OC)c(OC)c2)nc1C#N,nt,0%,20%,nt,207,nt,nt
Cc1ccc(Sc2ccc(CN3CCCC3)cc2[N+](=O)[O-])cc1,14%,4%,0%,?,-27,2%,?
C#CCOCCOCCOCCNc1nc(N2CCN(C(=O)Cn3cc(CCCN=C(N)N)nn3)CC2)nc(N2CCN(C(=O)[C@H](C(C)C)n3cc(CCO)nn3)CC2)n1,80%[activator],6%,?,30%[activator],-3,6%,-4%
Cc1cc(Br)cn2c(Cc3ccccc3)c(-c3ccc(C#N)cc3)nc12,nt,1%,nt,nt,8,nt,2%
C/C=C/C(=O)N1CC2(CC(c3cccc(NC(=O)/C(C)=C/C)c3)=NO2)C[C@H]1C(N)=O (stereo partly specified),-2%,3%,1%,?,7,-6%,114%[activator]
O=C(NC12CCC(O)C(SC1)/C2=N/O)c1ccccc1 (stereo unspecified),-15%,-6%,?,2%,-5,3%,-5%
O=C(COC(=O)c1ccccc1-n1cnnn1)c1ccc(Br)cc1,-29%,-3%,?,-21%[8.37 µM],-18,nt,21%
O=C1C2=C(C(=O)c3ccccc31)C1O[C@](CCCCN3C(=O)c4ccccc4C3=O)(Cc3c1ccc1ccccc31)O2,-56%[11.4 µM],nt,-14%[22.9 µM],nt,nt,1%[11.5 µM],nt
COCCn1c(C)cc(O)c(C(c2ccccc2Cl)N2CCCCC2)c1=O (stereo unspecified),nt,5%,18%,nt,1,nt,nt
CCOC(=O)C1CCCN(c2c(C(=O)c3ccc(OCC)cc3)cnc3ccccc23)C1 (stereo unspecified),nt,-2%,-3%,nt,-3,nt,nt
COc1cc(OC)c(C2C(C#N)=C(N)OC3=C2C(=O)CC(C)C3)cc1OC (stereo unspecified),-12%,1%,-13%,3%,0,0%,-2%
CC1(C)Cc2nc(-c3ccccc3)nc(SCC(O)CO)c2CO1 (stereo unspecified),60%[activator],2%,4%,-17%,-7,4%,-8%
Cc1c(NC(=O)c2ccc3c4c(cccc24)CC3)c(=O)n(-c2ccccc2)n1C,-21%,-3%,2%,?,?,12%,-1%
Cc1ccc(C)c(NC(=O)CN(C)C(=O)/C=C/c2ccco2)c1,0%,-13%,-3%,10%,-3,2%,0%
Cc1ccn2c(=O)nc(SCC(=O)NCc3ccc4c(c3)OCO4)nc2c1,-14%,-1%,-14%,?,-10,nt,0%
Cc1ccc(C)c(NC(=S)NCCc2ccc(S(N)(=O)=O)cc2)c1,nt,3%,nt,13%,-15,nt,-7%
O=c1c2ccccc2nnn1Cc1cccc2ccccc12,-17%,4%,-1%,21%,-12,1%,18%
CC(C)C1C(=O)N(Cc2cn(CCC3OCCCO3)nn2)CCS(=O)(=O)N1Cc1ccc(-c2ccncc2)cc1 (stereo unspecified),nt,-3%,nt,nt,3,nt,-5%
CC1=NN(c2ccccc2)C(=O)/C1=C/c1ccc(-c2ccc(C)c(C(=O)O)c2)o1,nt,9%,nt,17%,-14,nt,-25%

# 3 compounds from above, arranged by SMILES length, low to high.
SMILES,AmpC no deterg,TbPYK inhibitor,AmpC detergent,HCV inhibitor,HCMV inh,LmPK inh,AMA1-RON2 inh
O=c1c2ccccc2nnn1Cc1cccc2ccccc12,-17%,4%,-1%,21%,-12,1%,18%
O=C(/C=C/c1ccco1)OCn1nnc2ccccc2c1=O,-27%,-2%,-3%,11%,21,0%,-2%
C/C(=N/Nc1nc(-c2ccccc2)c(CC(=O)O)s1)c1ccccc1,?,?,1%,13µM*,127,-2%,32%[activator]

# Continued:
SMILES,AmpC no deterg,TbPYK inhibitor,AmpC detergent,HCV inhibitor,HCMV inh,LmPK inh,AMA1-RON2 inh
COC(=O)c1ccc2nc(-c3cccc(Cl)c3)c(Cc3ccccc3)n2c1,nt,0%,nt,nt,37,nt,10%
Cc1cc2cc(CCNC(=O)CC(C)(C)C)c(=O)[nH]c2cc1C,9%,3%,?,-1%,-21,0%,9%
O=C(CC1SC(N2CCOCC2)=NC1=O)Nc1ccccc1Cl (stereo unspecified),-11%,6%,6%,1%,-6,nt,-6%
COc1ccc(S(=O)(=O)N2CCN(S(=O)(=O)c3ccc4c(c3)OCCO4)CC2)cc1C,16%,-21%,-14%,-22%,21,4%,10%
COc1cc(C(=O)Nc2nccs2)c(Br)c(OC)c1OC,-40%,1%,?,?,9,-2%,-12%
Cc1ccc(N/C=C(\[N+](=O)[O-])S(=O)(=O)c2ccccc2)cc1,-31%,0%,2%,-3%,-21,8%,18%
O=C(O)Cc1sc(Nc2ccc(C(=O)O)cc2)nc1-c1ccccc1,nt,-8%,0%,nt,-22,nt,nt
Cc1ccc2cc3cc(C(=O)N4CC(C)CC(C)C4)oc3nc2c1 (stereo unspecified),-5%,-11%,-2%,13%,-24,0%,-3%
CCCCc1ccc(NS(=O)(=O)c2cccc(C(=O)N3CCCN(C)CC3)c2)cc1,185%[activator],7%,-3%,?,37,nt,7%
CC1CN1P(=S)(c1ccccc1)N1CC1C (stereo unspecified),nt,-14%,nt,5%,1,nt,16%
Cc1ccc(-n2c(SCc3cccc(F)c3)nc3[nH]ncc3c2=O)cc1C,nt,-8%,5%,nt,-17,nt,nt
Cn1c(N)c(C(=O)CSc2nc3ccccc3[nH]2)c(=O)n(C)c1=O,-4%,1%,-3%,-6%,-2,1%,12%
CN(C)S(=O)(=O)c1cccc(NC(=S)Nc2cc(Cl)cc(Cl)c2)c1,-50%,0%,?,5%,-38,-3%,16%

# Rows were taken by chance (roughly 7.5% active in at least one column).
